Assay outcomes deposited in PubChem BioAssay by several laboratories.
PrPC TRFRET – cell surface PrPC inhibition, primary TR-FRET screen; TR-FRET read-out; inhibition, % at 13.8 µM; AID 720596; 0.43% of 370,000 active; in the data active = inhibition above about 24%; note: 0% = median of the test wells and 100% = reference compound wells
CCHFV vOTU inh – blocks the CCHF virus ovarian tumor domain protease. 0.55% of 370,000 active. CCHFV vOTU protease, Pep-AMC fluorescence. inhibition, % at 11.5 µM; note: 0% = vehicle wells with enzyme and 100% = no enzyme wells
Mtb FBA inh – inhibits M. tuberculosis FBA enzyme; 2.3% of 360,000 active; P9WQA3; AID 588726; inhibition, % at 1 µM; purified M. tuberculosis FBA, fluorescence read-out; in the data active = inhibition above about 27%;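 note: 0% = vehicle and 100% = reference inhibitor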
Target sequence (P9WQA3 whole entry, looked up): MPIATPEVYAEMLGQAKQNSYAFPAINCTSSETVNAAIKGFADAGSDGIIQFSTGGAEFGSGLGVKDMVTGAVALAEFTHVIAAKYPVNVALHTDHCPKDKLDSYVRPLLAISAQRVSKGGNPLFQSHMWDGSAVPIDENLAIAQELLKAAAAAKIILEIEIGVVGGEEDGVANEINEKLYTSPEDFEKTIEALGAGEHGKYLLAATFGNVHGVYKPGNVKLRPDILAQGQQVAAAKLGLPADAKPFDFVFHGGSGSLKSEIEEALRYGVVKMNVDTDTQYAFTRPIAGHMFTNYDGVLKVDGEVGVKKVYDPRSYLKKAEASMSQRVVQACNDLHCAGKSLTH
BoNT-A LC inh2 – BoNT A light chain protease inhibition | multiplex microsphere protease substrate cleavage, flow cytometry | inhibition, % at 10 µM | 0.17% of 360,000 active | AID 588499; in the data active = inhibition above about 30%; inconclusive = no clear call, values can overlap the other calls; note: plate controls were buffer without enzyme for full effect and enzyme alone for no effect
BioA inh – blocks M. tuberculosis BioA enzyme activity. purified M. tuberculosis BioA enzyme, plate reader. inhibition, % at 9.99 µM. 0.096% of 360,000 active; in the data active = inhibition above about 40%; inconclusive = no clear call, values can overlap the other calls
GDH-TPI counter – GDH-TPI coupled enzyme inhibition counter-screen. 1.2% of 360,000 active. inhibition, % at 4.8 µM. GDH-TPI coupled enzyme counterscreen, NADH absorbance;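 note: 0% = DMSO wells and 100% = wells lacking the enzyme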
UGM FP inh – Mtb UDP-galactopyranose mutase inhibition | purified UGM, fluorescence polarization probe displacement | inhibition, % at 10 µM | 0.06% of 320,000 active; in the data active = inhibition above about 10%, passing the limit was not always enough; inconclusive = no clear call, values can overlap the other calls
Target sequence (P9WIQ1 whole entry, looked up): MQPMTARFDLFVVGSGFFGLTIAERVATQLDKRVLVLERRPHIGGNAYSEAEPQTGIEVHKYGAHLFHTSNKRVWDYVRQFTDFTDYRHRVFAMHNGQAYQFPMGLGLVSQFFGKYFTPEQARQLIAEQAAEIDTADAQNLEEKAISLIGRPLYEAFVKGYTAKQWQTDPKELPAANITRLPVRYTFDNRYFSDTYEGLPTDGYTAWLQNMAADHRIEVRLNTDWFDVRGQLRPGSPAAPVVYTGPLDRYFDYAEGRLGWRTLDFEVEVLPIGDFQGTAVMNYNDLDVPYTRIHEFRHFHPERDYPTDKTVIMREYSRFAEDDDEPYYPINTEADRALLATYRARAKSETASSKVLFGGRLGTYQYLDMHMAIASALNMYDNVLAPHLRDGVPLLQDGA
BoNT F protease – blocks Botulinum neurotoxin F light chain protease. Multiplex microsphere protease cleavage assay, flow cytometry. inhibition, % at 10 µM. 0.22% of 360,000 active. AID 588497; in the data active = inhibition above about 35%, passing the limit was not always enough; inconclusive = no clear call, values can overlap the other calls; note: plate controls were buffer without enzyme for full effect and enzyme alone for no effect
FadD28 binding – inhibitors of Mycobacterium tuberculosis FadD28 bisubstrate binding; FadD28 bisubstrate probe binding, fluorescence polarization; inhibition, % at 12.5 µM; 0.22% of 360,000 active; in the data active = inhibition above about 8.5%, passing the limit was not always enough; inconclusive = no clear call, values can overlap the other calls
* hit, by the source's call; ? = inconclusive; . = no result given; & = joins results of further samples. Cut-off read from the data, not from the text of the source, unless noted: active = inhibition above about 30%; inactive = the rest.

Compound	PrPC TRFRET	CCHFV vOTU inh	Mtb FBA inh	BoNT-A LC inh2	BioA inh	GDH-TPI counter	UGM FP inh	BoNT F protease	FadD28 binding
CCC1CCCCN1C(=O)CSc1nnc(CNC(=O)c2cc(OC)c(OC)c(OC)c2)o1 (configuration not stated)	1	6	2	0.4	-3.6	-5	1.2	-5	-1.8
C=CCn1c(SCC(=O)N(CC)C2CCS(=O)(=O)C2)nc2sc3c(c2c1=O)CCC3 (configuration not stated)	-2	-2	1	-1.3	4.1	-3	-1.4	-1	.
O=C(NC(Cc1ccccc1)C(=O)O)OCC1c2ccccc2-c2ccccc21 (configuration not stated)	-2	-3	0	2.1	-0.4	1	2.5	-42	0.4
COc1ccccc1Cc1c(-c2ccc(Cl)cc2)nc2c(C)cc(Br)cn12	-2	8	-1	2.4	-0.4	.	.	1	-3.9
Cc1cccc(-c2nc(CS(=O)CC(=O)NC(C)CCc3ccccc3)c(C)o2)c1 (configuration not stated)	-6	12	-2	0.1	2.6	7	1.4	1	-2.1
Cc1ccc(S(=O)(=O)/N=C/c2cc(Br)ccc2O)cc1	1	-7	-2	1.2	.	14	-0.5	1	-2.6
O=[N+]([O-])c1ccc2c(c1)oc1ccccc12	5	-10	-4	-1.9	-3.3	12	2.8	-20	-0.5
CCOc1ccc(S(=O)(=O)NCCC(=O)NCc2ccco2)cc1	-3	1	-1	-0.3	-0.7	-3	2.1	-1	0.0
COCC(=O)N1CCC(Oc2cccc(C(=O)NCc3ccccn3)c2)CC1	1	12	1	-2.5	-0.7	6	-0.2	-9	-1.6
CC(C)(Oc1ccc(Cl)cc1)C(=O)OCC(=O)Nc1ncc(Cl)cc1Cl	4	23	-4	0.4	-0.4	-5	1.0	-1	-3.6
C/C=C(\C)C(=O)N[C@@H](C)CN1C2=NC[C@H](C(C)C)N2C[C@H]1Cc1ccc(OC)cc1	-6	2	1	0.1	-3.1	6	.	4	0.7
COc1ccc(N(C)S(=O)(=O)c2cccc(C(=O)OCC(=O)c3c(N)n(C)c(=O)n(C)c3=O)c2)cc1	10	6	-2	0.1	5.7	2	-0.5	-6	-1.0
O=C(Nc1cccnc1)c1ccc(Cl)c(S(=O)(=O)N2CCCCC2)c1	5	-2	0	1.4	15	-4	-0.8	6	-7.9
COc1cccc(NC(=O)COc2ccc3c(c2)CCC3)c1	9	16	0	0.1	.	3	1.9	-1	0.9
COCCn1c(SCC(=O)Nc2ccccc2)nc2c1c(=O)[nH]c(=O)n2C	6	15	1	-0.9	-1.2	-1	1.6	-14	0.2
COc1ccc(CNC(=O)c2cc(C3CC3)on2)cc1	-4	-7	7	0.2	-1.3	-1	0.3	-2	0.4
O=C(CCOc1ccccc1)Nc1ccnn1C1CCN(Cc2ccc(O)cc2)CC1	-3	11	-2	0.2	-1.0	0	4.1	-7	-3.0
CC(=O)c1c(C)[nH]c(C(=O)NC(C)c2ccccc2)c1C (configuration not stated)	7	2	-1	0.5	12	2	-1.6	-6	-2.8
COc1ccccc1NC(=O)C(C)OC(=O)C1CCN(S(=O)(=O)c2ccc(C)c(C)c2)CC1 (configuration not stated)	5	-3	3	-3.1	-0.5	4	3.4	6	-1.9
COc1ccccc1-n1c(SCC(=O)Nc2ccc(Cl)cc2)nc(O)c(Cc2ccccc2)c1=O	-2	7	1	-0.1	-0.4	12	.	0	-0.7
Cc1oc(-c2ccccc2Cl)nc1CS(=O)(=O)CC(=O)NC1CCCC1	10	0	0	-1.3	0.0	-7	2.7	-12	-0.5
COc1ccc(N/C=C(/C(C)=O)c2ccccc2)cc1	-1	19	-2	-0.4	.	16	-2.5	-7	-0.9
O=S(=O)(Cc1ccccc1)N1CCn2c(nc3ccccc32)C1	-3	-2	-3	0.3	0.2	1	3.5	-12	-1.8
COc1cc(NC(=O)c2ccc(N3CC4CC(C3)c3cccc(=O)n3C4)c(NC(=O)c3ccncc3)c2)cc(OC)c1OC (configuration not stated)	2	-2	-1	0.7	0.8	8	-2.6	-2	-2.1
Cc1cc(C)n2nc(SCC(=O)Nc3ccc(F)c(F)c3F)nc2n1	-6	2	-1	-1.8	2.1	0	1.4	1	-5.4

Gathered by group, the compounds so far with four or more nitrogen atoms.
Compound	PrPC TRFRET	CCHFV vOTU inh	Mtb FBA inh	BoNT-A LC inh2	BioA inh	GDH-TPI counter	UGM FP inh	BoNT F protease	FadD28 binding
CCC1CCCCN1C(=O)CSc1nnc(CNC(=O)c2cc(OC)c(OC)c(OC)c2)o1 (configuration not stated)	1	6	2	0.4	-3.6	-5	1.2	-5	-1.8
C/C=C(\C)C(=O)N[C@@H](C)CN1C2=NC[C@H](C(C)C)N2C[C@H]1Cc1ccc(OC)cc1	-6	2	1	0.1	-3.1	6	.	4	0.7
COc1ccc(N(C)S(=O)(=O)c2cccc(C(=O)OCC(=O)c3c(N)n(C)c(=O)n(C)c3=O)c2)cc1	10	6	-2	0.1	5.7	2	-0.5	-6	-1.0
COCCn1c(SCC(=O)Nc2ccccc2)nc2c1c(=O)[nH]c(=O)n2C	6	15	1	-0.9	-1.2	-1	1.6	-14	0.2
O=C(CCOc1ccccc1)Nc1ccnn1C1CCN(Cc2ccc(O)cc2)CC1	-3	11	-2	0.2	-1.0	0	4.1	-7	-3.0
COc1cc(NC(=O)c2ccc(N3CC4CC(C3)c3cccc(=O)n3C4)c(NC(=O)c3ccncc3)c2)cc(OC)c1OC (configuration not stated)	2	-2	-1	0.7	0.8	8	-2.6	-2	-2.1
Cc1cc(C)n2nc(SCC(=O)Nc3ccc(F)c(F)c3F)nc2n1	-6	2	-1	-1.8	2.1	0	1.4	1	-5.4

Additional entries:
Compound	PrPC TRFRET	CCHFV vOTU inh	Mtb FBA inh	BoNT-A LC inh2	BioA inh	GDH-TPI counter	UGM FP inh	BoNT F protease	FadD28 binding
Cc1ccc(C(=O)OCC(=O)Nc2ccc3c(c2)OCO3)o1	-1	10	-3	-0.8	0.6	0	-2.6	16	-2.4
Clc1ccc2c(c1)C(C1=NCCN1)c1ccccc1CS2 (configuration not stated)	-5	-5	2	-1.2	.	9	0.3	-2	-1.0
COc1ccc(-n2nnnc2SCC(=O)Nc2ccc3c(c2)OCCO3)c(OC)c1	13	15	-2	1.0	.	8	-2.4	-6	-1.5
COC(=O)[C@@H]1C[C@@]2(O)[C@@H](O)[C@@H](O)[C@@H](O)C[C@H]2N1C/C=C/c1ccccc1	1	-3	-3	-0.2	-2.1	9	1.1	-4	-0.2
Cc1ccc(S(=O)(=O)N(C)C)cc1NC(=O)COC(=O)Cc1ccc(Br)cc1	1	-14	2	0.1	.	-1	1.7	-4	-1.0
CCSc1ccccc1C(=O)N1CCN(Cc2ccc3c(c2)OCO3)CC1	-1	2	1	3.2	9.6	1	2.9	0	-1.4
COc1ccc(/C(O)=C(\C#N)c2nc3ccccc3n2C)cc1OC	10	20	-4	?	2.9	51*	-2.8	5	-1.6
Cn1cc(C(=O)c2cccc(Cl)c2Cl)cc1C(=O)O	-6	-3	-2	-0.7	-7.0	7	2.2	-8	-12
O=C(N/N=C/c1ccc([N+](=O)[O-])cc1)c1cccs1	-39	17	-2	-1.5	6.9	23	3.4	?	-2.4
NC(=O)CC(NC(=O)Cc1ccc(Br)cc1)c1ccc(N2CCN(c3ccc(F)cc3)CC2)c([N+](=O)[O-])c1 (configuration not stated)	1	-5	-1	-0.3	0.7	6	0.3	-12	-2.8
CC(C)CCNC(=O)C1(C)CCN1Cc1ccc2ccccc2c1 (configuration not stated)	-2	24	0	0.2	1.2	-8	.	1	-4.0
N#Cc1cnn2c(N)c(-c3ccc(Cl)cc3)cnc12	1	0	-1	-0.5	.	-2	2.1	-4	-3.0
COc1ccc(N2C(=O)CC(N3CCN(c4ccccc4)CC3)C2=O)cc1 (configuration not stated)	2	-9	0	-0.3	-0.9	-8	-2.0	?	-0.2
COc1ccccc1NC(=O)C1(c2ccccc2)CCCC1	3	0	3	0.0	0.3	5	-1.2	-3	-1.0
CC1=C(C(=O)N(C(C)C)C(C)C)CC(CC(=O)NC(c2ccccc2)c2ccccc2)C(=O)N1Cc1ccc(F)cc1 (configuration not stated)	2	15	-2	-0.1	2.8	.	.	0	-4.1
CCC(=O)c1ccc(OCC(=O)Nc2cc(S(=O)(=O)N3CCCCC3)ccc2OC)cc1	-1	2	1	-3.1	1.0	0	1.4	-8	-3.9
CCN1CCCC1CNC(=O)C(=O)NCc1ccccc1 (configuration not stated)	-2	-5	0	-0.4	-0.5	-9	-1.4	-1	-4.1
Cc1onc(-c2c(Cl)cccc2Cl)c1C(=O)ONC(=O)c1ccccc1	-1	-7	-1	-0.3	.	2	-1.4	4	-3.2
Cc1ccc(-c2nc(-c3cccnc3)no2)cc1	4	1	-3	-0.4	-0.5	-5	3.6	9	-1.0
Cc1ccc(-c2nnc(SCC(=O)Nc3ccc(N4CCOCC4)cc3)o2)cc1	2	3	0	0.2	-0.1	7	-1.1	-2	-1.3
CCC1(c2ccccc2)C(=O)N(COC)C(=O)N(COC)C1=O	4	-3	0	-0.1	0.1&-0.6	2	.	1	-3.0
COCCC(=O)N1CCCC(C(=O)c2ccc(Oc3ccccc3)cc2)C1 (configuration not stated)	4	-15	-2	-0.4	5.7	-4	-1.2	2	-2.8
COC(=O)c1cccc(OCCCN2CCC(C(O)(c3ccccc3)c3ccccc3)CC2)c1	-23	20	.	-1.9	.	.	.	-20	.
CCCOc1cc(C)c(S(=O)(=O)NCc2cccs2)cc1C	9	28	1	-0.6	-0.6	2	1.1	2	-1.1
COc1ccc(CCn2c(=O)[nH]c3cc(C(=O)NCCN4CCOCC4)ccc3c2=O)cc1OC	-2	8	0	0.6	.	6	-2.7	-10	1.2
O=C(Nc1cccc(S(=O)(=O)N2CCCCC2)c1)C1=NN(c2ccccc2)C(=O)CC1	11	9	-3	.	-0.9	-1	3.3	.	-2.7
CC(=O)Nc1ccc(C(=O)CN2CCN(c3ccccc3)CC2)cc1	3	-1	-1	1.8	8.3	-4	0.4	-4	-5.6
CCc1cc2c(s1)N(CC(=O)OC)C(=O)CN=C2c1ccccc1OC	-2	-1	-4	-0.6	.	2	4.9	3	-0.9
CCC1C(O)=C(c2ccccn2)C(=N)N1c1ccccc1 (configuration not stated)	-2	1	3	0.6	2.8	11	-0.9	3	1.1
COc1cc(C(=S)N2CCC(Cc3ccccc3)CC2)ccc1OCC(N)=O	9	10	3	-2.3	0.6	9	-0.6	16	-1.6
O=C(NCc1ccc(F)cc1)c1cc2c(s1)CS(=O)(=O)C2	8	12	-1	0.9	1.1	-14	-0.2	0	-20
O=[N+]([O-])c1cccc(NC(=S)NCCc2ccccc2)c1	-1	-3	0	-0.7	.	2	-4.0	2	-3.5
CCCc1nc2ccc(C)cn2c1Cc1ccc(OC)cc1C	2	8	2	4.4	-0.3	.	.	-14	0.0
Cn1c(CNc2ccc(O)cc2)nc2ccccc21	-9	-12	-1	-4.1	2.1	6	3.7	-6	-0.8
Cc1ccc(C)c(N(CC(=O)N/N=C/c2ccc(-c3ccc([N+](=O)[O-])cc3)o2)S(=O)(=O)c2ccccc2)c1	-4	23	-1	50*	-2.3	22	3.7	32	0.6
Cc1ccc(Oc2ncccc2NC(=O)CCCC(=O)O)c2c1CCC2	-3	-16	2	-1.0	-0.6	-2	4.7	-9	-4.2
Cc1ccc(-c2csc(N3CCC(C(N)=O)(N4CCCCC4)CC3)n2)cc1	6	1	-2	-0.6	-1.9	7	1.5	-8	-2.4
CC1CCCCC1NC(=O)c1cc2c(s1)CS(=O)(=O)C2 (configuration not stated)	4	4	3	0.5	-1.8	-2	2.0	-8	-3.5

Limited to CCHFV vOTU inh, for some of the entries so far:
mol	CCHFV vOTU inh
Cc1ccc(-c2csc(N3CCC(C(N)=O)(N4CCCCC4)CC3)n2)cc1	1
CC(=O)Nc1ccc(C(=O)CN2CCN(c3ccccc3)CC2)cc1	-1
